# High-throughput results as filed in PubChem.
# GalR3 antagonist – human GalR3 antagonism. actives 0.44% (n = 360,000). inhibition, % at 3 µM. HEK293 GalR3-CNG cAMP membrane potential fluorescence; galR3 body fused to GalR1 C-terminus. AID 651719;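 active means inhibition above the screen-wide average plus 3 SD, cut at about 13% in these data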;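 further: forskolin and galanin both at EC90 stimulate the cells; cAMP rise reported by CNG channel membrane potential dye signal; 0% = forskolin plus galanin with DMSO and 100% = forskolin alone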
# Target sequence (O60755 1-299 limits assumed): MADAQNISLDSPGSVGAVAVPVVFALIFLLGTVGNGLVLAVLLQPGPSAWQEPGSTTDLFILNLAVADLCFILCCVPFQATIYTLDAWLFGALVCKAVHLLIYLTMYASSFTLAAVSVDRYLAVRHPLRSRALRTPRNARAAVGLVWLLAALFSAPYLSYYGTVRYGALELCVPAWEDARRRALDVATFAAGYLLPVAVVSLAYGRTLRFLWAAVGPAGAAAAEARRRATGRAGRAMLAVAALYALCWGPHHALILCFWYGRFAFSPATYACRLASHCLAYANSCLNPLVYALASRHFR
# * hit, by the source's call. An excerpt; the hit share may differ from the screen's.
SMILES,GalR3 antagonist
CCC1NC(=O)c2cc3ccccc3cc2-n2c1nc1cc(F)ccc1c2=O (stereo unspecified),-1.5
O=C(NCCNCC(O)COc1ccc(O)cc1)N1CCOCC1 (stereo unspecified),-2.0
O=C(Nc1nccs1)[C@@H]1CCCN1S(=O)(=O)c1ccccc1F,-3.8
O=C(NCC(O)c1nc2ccccc2[nH]1)c1cc2ccccc2[nH]1 (stereo unspecified),-6.0
O=C(Nc1ccc(F)cc1)C(c1cccc(F)c1)N1CCN(c2ccncc2)CC1 (stereo unspecified),-5.7
Cc1ccc(-c2ccc(CN3C(CC(C)C)C(=O)N(Cc4cn(CCC5OCCO5)nn4)CCS3(=O)=O)cc2)cc1 (stereo unspecified),8.2
CN(C(=O)c1cccc(NC(=O)Cc2ccc(NC(=O)C3CCN(S(=O)(=O)c4cccc([N+](=O)[O-])c4)CC3)cc2)c1)C1CCC1,4.4
CCc1nc2ccc(C(=O)NCCNC(C)=O)cn2c1N(CCC(C)C)CCN(C)C,-2.1
Cc1ccc(Cc2c(-c3ccc(C)cc3)nc3c4ccccc4ccn23)cc1,2.6
CC(=O)c1c(C)[nH]c(C(=O)OCC(=O)NCc2ccccc2)c1C,-1.8
COc1ccc(-c2c(C(=O)c3ccccc3)[nH]c(N)c2C(N)=O)cc1OC,-5.7
CCCCCCN1C[C@H](n2cc(-c3ccc(F)cc3)nn2)[C@@H](O)C[C@@H]1c1ccccc1,-7.0
COc1ccc(CN2C(=O)c3ccccc3C2c2nnnn2-c2c(C)cccc2C)cc1OC (stereo unspecified),-4.9
O=C(COC(=O)c1cc(S(=O)(=O)N2CCOCC2)ccc1F)Nc1ccccc1C(F)(F)F,-4.8
CCCCN1C[C@H](CO)Oc2cccc(F)c2S1(=O)=O,-6.2
COC(=O)C1=C(C)N(CC(C)C)C(=S)NC1c1cccc(OC)c1 (stereo unspecified),-8.2
CC(C)n1nnnc1C1c2ccccc2C(=O)N1Cc1cccs1 (stereo unspecified),-4.0
COc1cccc(-c2ccc3c(c2)[C@@H]2C[C@H]4[C@@H](CN2CC3)[C@H](C)ON4C)c1,-4.2
CCCCc1c(-c2ccc(F)cc2)ncn1CCc1ccccc1OC,-7.8
CCN(C(=O)CSc1ncccn1)c1c(N)n(Cc2ccccc2)c(=O)[nH]c1=O,-4.7
Cc1ccc(C=NNC(=O)C(=O)Nc2ccc(Cl)c([N+](=O)[O-])c2)cc1,-7.1
O=C(Cn1c(=O)oc2cc(S(=O)(=O)N3CCCC3)ccc21)Nc1ccccn1,5.7
CCN(CC)C(=O)c1cccc(-c2csc(C(C)(O)c3ccc(OC)cc3)n2)c1 (stereo unspecified),-9.9
FC(F)(F)c1ccccc1Cc1c(-c2ccco2)nc2ccc(Br)cn12,-3.0
CC(=O)C1=CCC(c2ccc(C(C)C)cc2)N(S(=O)(=O)c2ccc(C)cc2)C1 (stereo unspecified),-6.0

# 14 neighbouring compounds from above, for reference:
SMILES,GalR3 antagonist
CCC1NC(=O)c2cc3ccccc3cc2-n2c1nc1cc(F)ccc1c2=O (stereo unspecified),-1.5
O=C(NCCNCC(O)COc1ccc(O)cc1)N1CCOCC1 (stereo unspecified),-2.0
O=C(Nc1nccs1)[C@@H]1CCCN1S(=O)(=O)c1ccccc1F,-3.8
O=C(NCC(O)c1nc2ccccc2[nH]1)c1cc2ccccc2[nH]1 (stereo unspecified),-6.0
O=C(Nc1ccc(F)cc1)C(c1cccc(F)c1)N1CCN(c2ccncc2)CC1 (stereo unspecified),-5.7
Cc1ccc(-c2ccc(CN3C(CC(C)C)C(=O)N(Cc4cn(CCC5OCCO5)nn4)CCS3(=O)=O)cc2)cc1 (stereo unspecified),8.2
CN(C(=O)c1cccc(NC(=O)Cc2ccc(NC(=O)C3CCN(S(=O)(=O)c4cccc([N+](=O)[O-])c4)CC3)cc2)c1)C1CCC1,4.4
CCc1nc2ccc(C(=O)NCCNC(C)=O)cn2c1N(CCC(C)C)CCN(C)C,-2.1
Cc1ccc(Cc2c(-c3ccc(C)cc3)nc3c4ccccc4ccn23)cc1,2.6
CC(=O)c1c(C)[nH]c(C(=O)OCC(=O)NCc2ccccc2)c1C,-1.8
COc1ccc(-c2c(C(=O)c3ccccc3)[nH]c(N)c2C(N)=O)cc1OC,-5.7
CCCCCCN1C[C@H](n2cc(-c3ccc(F)cc3)nn2)[C@@H](O)C[C@@H]1c1ccccc1,-7.0
COc1ccc(CN2C(=O)c3ccccc3C2c2nnnn2-c2c(C)cccc2C)cc1OC (stereo unspecified),-4.9
O=C(COC(=O)c1cc(S(=O)(=O)N2CCOCC2)ccc1F)Nc1ccccc1C(F)(F)F,-4.8

# (list continues)
SMILES,GalR3 antagonist
C=CCCN1[C@@H](Cc2ccccc2)COc2ccccc2S1(=O)=O,-7.7
COC(=O)[C@]12C[C@H](CC(=O)NCCC(C)C)C(=O)N(Cc3ccc4c(c3)OCO4)C1=C[C@H](COCc1ccccc1)O[C@@H]2C,-6.0
CC(=O)C1CCC2C3CC(C)C4(O)CC(=O)CCC4(C)C3C(O)CC12C (stereo unspecified),-4.4
COc1ccc(S(=O)(=O)Nc2cccc(S(=O)(=O)N(C)C)c2)cc1[N+](=O)[O-],0.6
CC(Sc1nnc(COc2ccc(Cl)cc2)o1)C(=O)Nc1ccc(N2CCOCC2)cc1 (stereo unspecified),-3.1
O=C(Nc1c(-c2ccc(Cl)cc2)[nH][nH]c1=O)c1ccccc1Cl,-2.4
CCCCn1c(N)c(N(Cc2ccccc2)C(=O)COc2ccccc2F)c(=O)[nH]c1=O,-0.4
CC(=O)Nc1cnc(-c2ccccc2C(F)(F)F)cn1,-3.4
O=C(NCCN1CCC(n2c(=O)[nH]c3ccccc32)CC1)c1ccc(Cl)cc1Cl,-7.5
COc1ccncc1-c1ccc(C2=CC(=O)CC(C)(C)C2=O)cc1,-4.4
CC(=O)c1ccc(OCC(=O)OCC(=O)N(CC(C)C)c2c(N)n(Cc3ccccc3)c(=O)[nH]c2=O)cc1,-0.6
Cn1ccc2c(N3c4ccccc4CCc4ccccc43)cc3c(c21)C1CCC3C1 (stereo unspecified),-6.5
Cn1ccc2c(-c3ccc(C(N)=O)cc3)cc3c(c21)C1CCC3O1 (stereo unspecified),-3.8
COc1ccccc1N1CCN(C(=O)c2ccccc2SCC(=O)N2CCCC2)CC1,0.6
O=C1C(=Cc2ccco2)CCC1=Cc1ccco1,-4.0
CCCCCCC12C(=Cc3cc4c(cc31)OCCO4)c1cc(OC)c(OC)cc1C(CC(=O)NCc1ccccc1)N2C(=O)OC (stereo unspecified),-5.5
COC[C@@H]1NS(=O)(=O)c2ccc(Br)cc2O[C@H]1c1ccccc1,-1.6
CCOC(=O)C1(C)CCN1C(=O)c1cccc2ccccc12 (stereo unspecified),-7.5
S=C(NN=Cc1ccccn1)Nc1ccccn1,2.2
O=C(NN=Cc1ccccc1O)C(O)(c1ccccc1)c1ccccc1,-6.1
COc1cc2nn(-c3ccccc3N)nc2cc1OC,1.0
CCC/C=C/c1ccc(CN2C(C(C)C)C(=O)N(Cc3cn(CCOCOC)nn3)CCS2(=O)=O)cc1 (stereo unspecified),7.3
OC[C@@H]1CN(Cc2cccs2)C[C@H](n2cnc3c(NC4CCC4)ncnc32)O1,-5.5
O=C1NC(=O)C(=C2CCOC2=O)N1,-4.1
Cc1ccc(F)cc1C(=O)N1CCOCC1c1cc(C(=O)Nc2ccccc2)no1 (stereo unspecified),-5.0
# Carrying on:
SMILES,GalR3 antagonist
O=C(NCc1cccs1)c1ccc2sc([C@@H]3O[C@H](CO)[C@H](O)[C@H](O)[C@H]3O)nc2c1,-4.8
COCCNC(=O)C1(C)CCN(C(=O)c2cc(C)nn2C(C)(C)C)C1 (stereo unspecified),-7.6
Cc1nc(C(=O)O)cc([N+](=O)[O-])c1C,-4.3
Cc1cccc(N2CCN(C(=O)COc3noc4nc(C)cc(C)c34)CC2C)c1 (stereo unspecified),-6.9
CC(Sc1nnc(-c2cccnc2)n1N)C(=O)Nc1ccc2c(c1)OCCO2 (stereo unspecified),-3.7
O=c1[nH]c(=O)n(C2OC(CO)C(O)C2O)cc1N1CCOCC1 (stereo unspecified),-4.5
CC(=O)Oc1ccc(Cn2c(C)c(C(=O)NCCC#N)sc2=O)cc1,2.4
CC(Sc1nnc(-c2cccnc2)n1N)C(=O)NCCC1=CCCCC1 (stereo unspecified),-3.7
Cc1cccc(C)c1-n1nnnc1C1(C)CCC(=O)N1Cc1cccnc1 (stereo unspecified),-5.8
COc1ccc2c(COC(=O)c3ccc(C)c(S(=O)(=O)N4CCOCC4)c3)cc(=O)oc2c1,-2.7
C=CCN=C1NC(c2cccc(C(F)(F)F)c2)C(C(=O)OC)=C(C)N1Cc1ccccc1C(F)(F)F (stereo unspecified),-3.0
CC(=O)c1ccc(OCc2cn(CC(=O)c3ccc(O)cc3)nn2)cc1,-4.1
CCOC(=O)[C@]12CCCC=C1N(Cc1cccc3ccccc13)C(=O)[C@H](CC(=O)N1CCC(c3ccccc3)CC1)C2,-5.5
OC(c1ccc(-c2ccccc2)cc1)c1ncc(-c2ccc(F)cc2)[nH]1 (stereo unspecified),-5.2
CN1CCC(N2CCN(C3CN(Cc4cn(Cc5ccc(F)cc5)nn4)S(=O)(=O)C3)CC2)CC1 (stereo unspecified),-0.3
CC(=O)NC(c1ccccc1)c1nc(-c2ccc(F)c(Cl)c2)cs1 (stereo unspecified),-7.5
Cc1ccc(S(=O)(=O)N2CCCCC2)cc1NC(=O)COC(=O)CN1C(=O)NC2(CC(C)CC(C)(C)C2)C1=O (stereo unspecified),0.2
Nc1nc2ccc(Cl)cc2cc1C(=O)NCCc1ccc(Cl)cc1Cl,-6.4
CCCc1nc2c3ccccc3ccn2c1Cc1ccc(OC)cc1C,-2.1
O=C(NCc1cccc(Cl)c1)c1ccc(-c2ccc(F)c(F)c2)c2ccoc12,-4.6
COc1ccc(NC(=O)c2ccc(NC(=O)CN3CCN(c4ccc(O)cc4)CC3)cc2)cc1,4.8
C[C@@H]1CN([C@@H](C)CO)S(=O)(=O)c2ccc(Br)cc2O[C@@H]1CN(C)S(=O)(=O)c1cn(C)cn1,-6.1
Cc1cc(=O)n2c(nc3ccccc32)s1,-5.5
CCCCCC(=O)N1C[C@@H](O)[C@H](n2cc(-c3ccc(F)cc3)nn2)C[C@@H]1c1ccc(OC)cc1,-6.5
CCCCn1nnnc1C(c1cc2ccccc2o1)N(C)Cc1ccccc1 (stereo unspecified),-7.8
# The list continues:
SMILES,GalR3 antagonist
Cc1ccc2nc(-c3ccc(F)cc3)c(CC3CCCCC3)n2c1,-2.4
CCN(CC(=O)NC(C)(C)C)C(=O)c1cccc(S(=O)(=O)N2CC3(C)CC2CC(C)(C)C3)c1 (stereo unspecified),-4.2
COC(=O)[C@]12C[C@H](CC(=O)NCc3cccc(C(F)(F)F)c3)C(=O)N(CCC3=CCCCC3)C1=C[C@H](COCc1ccccc1)O[C@@H]2C,-7.2
O=C(COC(=O)c1ccccc1)NCC1COc2ccccc2O1 (stereo unspecified),-7.6
COC(=O)N1CCCCC1c1cc(C(=O)NCc2ccccc2)no1 (stereo unspecified),6.6
CC1C(O)=C(c2ccccc2)P(=O)(Cc2ccccc2)C1C (stereo unspecified),-5.5
CCc1nc2c(OCCc3cccc(OC)c3)cccn2c1N(C=O)Cc1ccccc1,-7.5
Nc1nc(-c2ccccc2Cl)cs1,-2.0
NC(=O)c1ccc(OCc2ccccc2)nc1,-7.7
Cc1cc2c(cc1C)NC1(C[C@H]3CCC(=O)N4CC[C@@H](C1)[C@@H]34)C(=NC(C)(C)CC(C)(C)C)N2 (stereo partly specified),-7.3
CCOC(=O)c1cnn2c(SC)ncnc12,-5.2
C/C(=N\NC(=O)c1nnn(-c2nonc2N)c1CSc1ccc(C)cc1)c1cccs1,-1.3
CCC1(CC)SCCNC1=O,-1.8
CN(C)c1ccc(-c2ccnc3c2CC(C)(C(=O)NCCc2ccccc2)O3)cc1 (stereo unspecified),-1.4
CN(c1ccccc1)S(=O)(=O)c1ccc(C(=O)NCc2ccco2)cc1,-5.9
O=C1c2ccccc2C(c2nnnn2-c2ccc3c(c2)OCCO3)N1C1CC1 (stereo unspecified),-3.9
O=c1[nH]c(=S)[nH]c2c1[C@H](CCc1cccc(Cl)c1)O[C@H](C1CCCC1)C2,-2.7
COc1ccc(C(=O)N2CCCCC2c2cc(C(=O)Nc3ccccc3)no2)cc1 (stereo unspecified),-4.6
FC(F)(F)c1ccccc1Cc1c(-c2cccc(Br)c2)nc2c3ccccc3ccn12,-8.0
CCCCOC(=O)C1=C(C)NC(=O)NC1c1ccc2c(c1)OCO2 (stereo unspecified),-8.7
CN(C)c1ccc(/C=C/CNC[C@H]2O[C@@H](n3ccc(N)nc3=O)[C@H](O)[C@@H]2O)cc1,-0.2
COC(=O)N(C)C[C@H]1OCc2cn(nn2)CCCC(=O)N([C@H](C)CO)C[C@@H]1C,6.8
Cc1ccc(NC(=O)c2ncn(CCCN3CCN(c4ccccn4)CC3)n2)cc1C,2.1
O=C(Nc1cccc(S(=O)(=O)N2CCOCC2)c1)C1CCCCN1S(=O)(=O)c1ccccc1 (stereo unspecified),-1.3
CCCCn1nnnc1C(c1ccccc1)N1CCN(c2cc(C)ccc2C)CC1 (stereo unspecified),-9.0
# (listing goes on)
SMILES,GalR3 antagonist
Cc1[nH]ncc1Nc1c(C(C)C)cccc1C(C)C,-4.7
CCN1C[C@@H]2[C@@H]3C(=O)N(C)C(=O)[C@@H]3[C@](Cc3ccccc3)(C1=O)N2C(=O)c1ccc(Cl)cc1,-6.8
COc1cccc(-c2cnc3c(NC(C)=O)cc(-c4cccc(C(=O)N(C)C)c4)cn23)c1,0.0
COc1ccc(C(=O)c2ccccc2CN2C(=O)c3ccccc3C2=O)cc1,-3.6
Cc1ccc2nc(SCC(=O)Nc3ccc4[nH]c(=O)[nH]c4c3)[nH]c2c1,-2.7
Cc1c(C(=O)NCc2ccc([N+](=O)[O-])cc2)sc(=O)n1Cc1ccc(-c2ccccc2)cc1,-0.7
COc1ccc(-c2nc3ccc(C)cn3c2CC2CCCCC2)cc1OC,-7.0
Cc1ccc2nc(-c3ccco3)c(Cc3ccsc3)n2c1,-5.1
CC1(Cc2ccccc2C#N)C(=O)Nc2cc(-c3ccccc3Cl)ccc21 (stereo unspecified),-5.6
O=C([O-])c1cc(-c2ccccc2)cc(-c2ccccc2)[n+]1CCc1ccc(Cl)cc1,0.1
O=S1(=O)c2ccc(Br)cc2N2CCC[C@H]2CN1Cc1ccccc1,-5.3
